# Compound activity from PubChem BioAssay.
# ERK EGF block: inhibitors of EGF-stimulated ERK signaling pathway | Potency, µM (titrated, usually from 11.5 µM), without a hit: top-dose activity change, negative = inhibition, usual class: inhibitors | AID 1454 | 0.41% of 130,000 active | HEK293-V1b, EGF-stimulated phospho-ERK AlphaScreen; active = well fitted inhibition curve with a large enough effect; inconclusive = small, poorly fitted or top-dose-only effect, or effect the other way;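 also: plate controls were stimulated vehicle wells for no effect and unstimulated vehicle basal for full effect; nearly all actives have a fitted effect of over 55% in size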
#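 Phospho-ERK1/2 measured by AlphaScreen (SureFire) after 5 min 25 nM EGF stimulation of V1b-expressing HEK293 cells preincubated 30 min at 37C with titrated compounds; data scaled to DMSO and EGF controls, Hill-fitted AC50.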
# Starred values were filed as active, the others as inactive; ? = inconclusive; & = joins results of further samples; [ ] = dose if it differs, or a comment. Potency is read from the fitted curve at half-maximal effect. Some of the compounds tested (hit frequency here may not be typical).
SMILES,ERK EGF block
O=c1cc(Nc2cccc(Br)c2)[nH]c(=O)[nH]1,-3%
CC[N+](C)(CC)CC(O)COCC1COc2ccccc2O1 (stereo not given),3%
Cc1ccc(-c2cc(Cc3ccc(N(C)C)cc3)c(=O)[nH]n2)cc1,-1%[57.5 µM]
CCOC(=O)c1ccc(N2N=C(C)/C(=C/C=C/c3ccco3)C2=O)cc1,?
CC(=O)Nc1ccc(Cc2ccc3[nH]c(=O)cc(C)c3c2)cc1,-5%[57.5 µM]
Cc1ccc(/C=N/NC(=O)C(C)NC(=O)c2ccccc2)cc1 (stereo not given),-1%
CC(C)c1ccc(C(=O)NC2=NCCS2)cc1,7%
CSCCC(NC(N)=O)C(=O)Nc1ccc(C)cc1 (stereo not given),-4%
CCOc1cc(N2CCOCC2)c(OCC)cc1NC(=O)c1ccc(NC(C)=O)cc1,4%
COC(=O)C(NNc1ccc(F)cc1)(NC(=O)c1ccccc1)C(F)(F)F (stereo not given),2%
COc1ccc2c(C)cc(SCC(=O)N(C)C3CCS(=O)(=O)C3)nc2c1 (stereo not given),6%
CCN1CCN(Cc2ccc(NC(=O)c3cc(NC(=O)c4cncc(-c5ccc(C#N)cc5)c4)cc(OC)c3)cc2C(F)(F)F)CC1,-12%[57.5 µM]
O=C(O)c1cccc(NC(=S)N/N=C/c2ccccc2OCc2ccc(Br)cc2)c1,1%
O=S(=O)(NCC(c1ccco1)N1CCN(c2ccc(F)cc2)CC1)c1ccc(F)cc1 (stereo not given),6%
COc1ccc(/C=C2/NC(=O)N(Cc3ccccc3F)C2=O)cc1OC,2%
Cc1ccc(/C=C/C(=O)Nc2nc3ccccc3[nH]2)cc1,5%
CC(C)C(=O)NC(=S)Nc1ccccc1N1CCN(C(=O)c2ccc(Cl)cc2)CC1,10%
CCC(C)NC(=O)C1CCN(S(=O)(=O)c2cc([N+](=O)[O-])ccc2Cl)CC1 (stereo not given),7%[57.5 µM]
O=C(N/N=C/c1cccc([N+](=O)[O-])c1)c1cc(-c2ccc3c4c(cccc24)CC3)n[nH]1,4%
CCOC(=O)C1=C(c2ccccc2)OC(N)=C(C#N)C1c1ccc(Br)s1 (stereo not given),-5%
Cc1ccc(NCC(=O)NNC2=NCCC2)c(C)c1,-3%
Cc1ccccc1NC(=O)c1cccc(NC(=O)CCC(=O)O)c1,0%
O=C(c1cc2ccccc2[nH]1)N1CCOCC1,14%
CCOc1cc2[nH]c(=O)n(Cc3ccc(C(=O)NCCCN4CCC(C)CC4)cc3)c(=O)c2cc1OCC,-13%
O=C(CNC(=S)NC(=O)c1ccc(Br)o1)c1ccccc1,2%

# Quoted from the listing:
# In ERK EGF block, `Cc1ccc(NCC(=O)NNC2=NCCC2)c(C)c1` is entered as -3%
# In ERK EGF block, `CCOc1cc(N2CCOCC2)c(OCC)cc1NC(=O)c1ccc(NC(C)=O)cc1` is entered as 4%
# In ERK EGF block, `O=C(O)c1cccc(NC(=S)N/N=C/c2ccccc2OCc2ccc(Br)cc2)c1` is entered as 1%

# Other compounds follow:
SMILES,ERK EGF block
S=C1NCCOCCOCCOCCOCCNC(=S)NCCOCCOCCOCCOCCN1,-11%
O=C(CNc1ccc(F)cc1)N/N=C/C1CC=CCC1 (stereo not given),5%
C/C(CCc1ccco1)=N\NC(=O)CNc1cccc2ccccc12,1%
Cc1ccc(N=Cc2sccc2C)cc1C,0%
CC1CC=C(c2ccccc2)C(=S)N1 (stereo not given),-11%[57.5 µM]
Nc1ccccc1C(=O)NCc1ccc(Cl)cc1,-10%
O=C(CSc1cccc[n+]1[O-])Nc1cc(S(=O)(=O)N2CCOCC2)ccc1Cl,-12%
Cc1cs/c(=N\N=C\c2ccccc2)n1Cc1ccco1,?
N#Cc1ccc(C(=O)CSc2nnc(-c3ccc(C(F)(F)F)cn3)s2)cc1,-2%[57.5 µM]
Cc1noc2ncnc(Oc3cc(Cl)ccc3Cl)c12,-6%
O=C(O)c1ccc(CSc2nc3ccc(N4C(=O)C5C6C=CC(C6)C5C4=O)cc3s2)cc1 (stereo not given),-8%
O=C(CNC(=O)c1ccc(S(=O)(=O)N2CCCC2)cc1)N/N=C/c1ccco1,-4%
O=C(Nc1ccc([N+](=O)[O-])cc1)Nc1ccc2[nH]c(=O)[nH]c2c1,-18%
COc1cc(C)ccc1S(=O)(=O)n1nc(C)cc1C,-5%
Cc1ccccc1Cn1cc(NC(=O)c2cc(-c3ccco3)on2)cn1,0%
CCN(CC)CC(=O)N1c2ccccc2CCc2ccc(NC(=O)c3cc(OC)c(OC)c(OC)c3)cc21,-16%[57.5 µM]
Fc1ccccc1OCCCCn1cncn1,-2%
CN(C(=O)C(Cl)Cl)C1CC2C=CC1C2 (stereo not given),-4%[57.5 µM]
O=C(CSc1nnc(-c2cccc(Cl)c2)o1)Nc1ccc2c(c1)OCCO2,0%
CCN1CCN(C(=O)c2ccccc2N(Cc2ccccc2)S(=O)(=O)c2ccc(OC)cc2)CC1,0%[57.5 µM]
CCn1ncc(CN2CCN(Cc3ccc(OC)c(C)c3C)C(CCO)C2)c1C (stereo not given),-15%
NC(=O)COC(=O)c1ccc(-c2ccccc2)cc1,-1%
O=C(NCc1ccc(Cl)c(Cl)c1)c1ccco1,3%
Nc1cc(-c2ccc(Br)cc2)nn1S(=O)(=O)c1ccccc1,-2%
CS(=O)(=O)c1cccc(NC(=O)c2ccc(Cl)c(Cl)c2)c1,-1%

# The listing continues.
SMILES,ERK EGF block
Cc1c(C(=O)OCC(C)C)[nH]c2c1C(=O)CC(c1ccco1)C2 (stereo not given),-1%
C/C(N)=C(/C#N)C(=O)CSc1nc2ccccc2c(=O)n1Cc1ccc(C)cc1,5%
Cc1cccc(C)c1OCC(=O)N/N=C/c1ccncc1,2%
O=C(CSCc1ccc(Cl)cc1)Nc1ccc2c(c1)OCO2,-9%
CN(C)c1ccc(/C=C2\C(=O)Nc3ccccc32)cc1,?
Cn1c(-c2ccc(F)cc2)cnc1SCC(=O)N1CCCc2ccccc21,?
Cc1ccc(C(=O)Nc2ccc(C(F)(F)F)n(C)c2=O)cc1,-4%
CCC(c1nnc(SCC(=O)Nc2ccc(S(N)(=O)=O)cc2)n1Cc1ccccc1)N(C)C (stereo not given),0%
S=c1[nH]nc(-c2cc(-c3ccccc3)n[nH]2)n1/N=C/c1ccc(Cl)c(Cl)c1,3%[57.5 µM]
COc1ccc(S(=O)(=O)NCC2CCCN(C(=O)c3cccnc3C)C2)cc1 (stereo not given),-7%
O=C(N/N=C/c1ccccc1)c1ccc(CN2C(=O)c3cccc4cccc2c34)cc1,0%
COc1cc(/C=C/C(=O)c2cccs2)cc(OC)c1OC,-7%
CN(C(=O)COC(=O)c1ccc(Cl)c(N)c1)c1ccccc1,-12%
CC(Oc1ccc(Cl)cc1)c1ccnc(N)n1 (stereo not given),-4%
CC(=O)c1sc(N2CCOCC2)nc1-c1ccccc1,-23%
COc1ccc(N=C2SC(CC(=O)Nc3ccccc3OC)C(=O)N2Cc2ccco2)cc1 (stereo not given),2%
Cc1ccc(NC(=O)Nc2nnc(-c3ccncc3)s2)cc1C,-1%
NS(=O)(=O)c1ccc(N2CCCCCC2)c([N+](=O)[O-])c1,4%
CSc1nsc(/C=C/Nc2ccc(O)cc2C)c1C#N,-6%
COCCN1C=C2C(=O)C(C)(OC(=O)C3CCCC3)C(=O)C(c3ccccc3)=C2C=C1CCCC(=O)OC (stereo not given),-7%[57.5 µM]
O=C(Nc1cccc(-c2cn3ccccc3n2)c1)c1ccccc1,12%
Cc1ccc([N+](=O)[O-])cc1NC(=O)CN(C1CCCCC1)S(=O)(=O)c1ccc(Cl)cc1,3%
COC(=O)c1c(NC(=S)Nc2cc(OC)c(Cl)cc2OC)sc2c1CCCCC2,6%
C=CCC(O)(C#Cc1ccccc1)c1ccccc1 (stereo not given),-7%
C=C(C)CNC(=S)NN=C1c2ccccc2-c2ccccc21,3%

# Fetched one by one from the list above, 3 records:
SMILES,ERK EGF block
Cc1ccc(NC(=O)Nc2nnc(-c3ccncc3)s2)cc1C,-1%
CN(C)c1ccc(/C=C2\C(=O)Nc3ccccc32)cc1,?
C=CCC(O)(C#Cc1ccccc1)c1ccccc1 (stereo not given),-7%

# Sorted by length of the SMILES (largest number first): some entries from above.
SMILES,ERK EGF block
CCC(c1nnc(SCC(=O)Nc2ccc(S(N)(=O)=O)cc2)n1Cc1ccccc1)N(C)C (stereo not given),0%
O=C(N/N=C/c1ccccc1)c1ccc(CN2C(=O)c3cccc4cccc2c34)cc1,0%
Cc1c(C(=O)OCC(C)C)[nH]c2c1C(=O)CC(c1ccco1)C2 (stereo not given),-1%
CN(C)c1ccc(/C=C2\C(=O)Nc3ccccc32)cc1,?
Cc1cccc(C)c1OCC(=O)N/N=C/c1ccncc1,2%
CSc1nsc(/C=C/Nc2ccc(O)cc2C)c1C#N,-6%

# Reformatted as labelled records: entries from further up.
O=C(Nc1cccc(-c2cn3ccccc3n2)c1)c1ccccc1
  ERK EGF block: 12%
CC(=O)c1sc(N2CCOCC2)nc1-c1ccccc1
  ERK EGF block: -23%

# (listing goes on)
SMILES,ERK EGF block
Nc1nc(SCc2ccc(Cl)cc2)[nH]c(=O)c1-c1ccccc1,-1%
O=C(NCCN1C(=O)S/C(=C\c2ccccc2)C1=O)c1cc(S(=O)(=O)N2CCOCC2)c(Cl)cc1Cl,3%
CC(C)(C)CC(=O)Nc1cc(S(=O)(=O)N2CCOCC2)ccc1N1CCCC1,4%[57.5 µM]
CCN(CC)CC(=O)Nc1c(C#N)cnn1-c1ccccc1,-1%[57.5 µM]
Cc1nnc(NC(=O)CSc2nnc(NC(=O)C(C)(C)C)s2)s1,-2%
O=C(NC(=S)N1CCN(c2ccc([N+](=O)[O-])cc2)CC1)c1ccco1,-5%
O=C1CSC(=Nc2ccc(Cl)cc2)N1Cc1cccnc1,-8%[57.5 µM]
O/N=C1\CCSc2ccc(F)cc21,-2%[57.5 µM]
Cc1ccc(OCCCCNC2CCCC(C)C2C)c(C)c1 (stereo not given),-2%
O=C(/C=C/c1ccccc1[N+](=O)[O-])NCCc1ccc(F)cc1,0%
CC(C)c1cc(C(=O)N/N=C/c2cccnc2)n[nH]1,8%
O=C(NC(=S)Nc1cccc2c(O)cccc12)c1cccc(Br)c1,?
O=C(O)CC(CC(=O)Nc1ccc(F)c(Cl)c1)c1ccc(Cl)cc1Cl (stereo not given),0%[57.5 µM]
CC(=O)c1cccc(NC(=S)NNC(=O)c2ccco2)c1,-5%
O=C(NCc1ccncc1)C(=O)NCC(c1ccco1)N1CCN(c2ccc(F)cc2)CC1 (stereo not given),-12%
CN1CCN(c2nc3ccccn3c(=O)c2/C=C(\C#N)S(=O)(=O)c2ccc(Cl)cc2)CC1,4%[57.5 µM]
Cc1ccc(C(=O)NCC(=O)NCC(=O)OCC(=O)c2ccc(Br)cc2)cc1,1%
CCOc1ccc(N(CC(=O)NCCc2ccc(Cl)cc2)S(=O)(=O)c2c(C)[nH]c(=O)[nH]c2=O)cc1,-3%
O=C(c1ccco1)N1CCCN(Cc2nc(-c3ccc4c(c3)OCO4)no2)CC1,-9%[57.5 µM]
COc1ccc(CCN(Cc2ccccn2)C(=S)Nc2ccccc2C)cc1OC,-7%
CN1CCN(c2ccccc2NC(=O)c2sc3ccccc3c2Cl)CC1,?
CCN1C(=O)C(CC(=O)Nc2ccc(OC)cc2)N(CCc2ccc(F)cc2)C1=S (stereo not given),-9%[57.5 µM]
CC(=O)c1cccc(NC(=O)C2C3C=CC(C3)C2C(=O)O)c1 (stereo not given),-16%
O=[N+]([O-])c1ccc(Sc2n[nH]c(-c3ccco3)n2)nc1,-3%
CCOc1ccc(-c2c[n+]3c(n2-c2ccccc2)CCCCC3)cc1,1%

# The list continues.
SMILES,ERK EGF block
Cc1nn(-c2ccccc2)c(N)c1Sc1ccccc1[N+](=O)[O-],-10%
CN(C)c1cccc(C(=O)NCc2ccccc2)c1,24%
O=S(=O)(Nc1ccc2cn[nH]c2c1)c1ccccc1,3%
O=C1c2ccccc2C(Nc2ccc(F)c(Cl)c2)N1Cc1ccco1 (stereo not given),0%
CCC1=C(OC(=O)N(CC)CC)N2C(=O)OC(=NCC(=O)OC)[C@]2(C)[C@H]2C1=CC[C@H]1C(=O)N(C)C(=O)[C@H]12,7%
Cc1nc2c(OCc3ccccc3)cccn2c1CC#N,10%&0%
CSc1ccccc1C(=O)Nc1ccc(C)cc1C,-7%
CC(C)C(=O)Nc1ccc2oc(=O)ccc2c1,-3%
CCCC[C@@H]1C[C@H]1C(NC(=O)c1ccccc1)c1ccc(Cl)cc1 (stereo not given in full),-3%
COc1ccc(N2CCN(C(=O)CSc3nnc(-c4cccnc4)n3-c3ccc(F)cc3)CC2)cc1,-4%
Cc1cccc(C(=O)N[C@H](C(=O)Nc2ccc(C)c(S(=O)(=O)N(C)C)c2)C(C)C)c1,-23%
c1csc(-c2cn3ccc4ccccc4c3n2)c1,1%
CC(=O)Nc1sc(N/N=C\c2ccccc2F)nc1-c1cccs1,2%
O=C(COC(=O)Cc1c[nH]c2ccccc12)Nc1cccc2ccccc12,17%
O=C(O)Cc1nc(-c2cccnc2)sc1-c1ccc(Br)cc1,4%[57.5 µM]
CC1CCCN(C(=O)C2(NC(=O)Nc3cccc(F)c3)CCCCC2)C1 (stereo not given),-2%
CC(Sc1nc2sc3c(c2c(=O)n1-c1ccccc1)CCCC3)C(=O)O (stereo not given),4%[57.5 µM]
Cc1ccc(CN=C(Nc2ccccc2)NC2CCCCC2)cc1,-1%[57.5 µM]
O=C1CN(c2nc(-c3cccnc3)nc3sc4c(c23)CCCC4)CCN1,7%
O=C(CSc1cc(Cl)ccc1Cl)NC1CCCc2ccccc21 (stereo not given),9%
NC(CSCc1ccccc1Cl)C(=O)O (stereo not given),-2%
O=C(Cc1nc2ccccc2[nH]c1=O)c1ccc(Cl)cc1,-1%[57.5 µM]
Cc1ccc(NC(=O)c2cc3cc(OC(F)(F)F)ccc3[nH]2)cc1,-8%[57.5 µM]
